# Screens (PubChem BioAssay)
# S1P4 antag – antagonists of human S1P4 receptor | O95977 | S1P4-expressing cells, antagonist mode, reporter read-out | inhibition, % at 4.98 µM | 220,000 compounds, 0.26% hits; in the data active = inhibition above about 29%;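 also: 0% = wells stimulated with agonist and 100% = vehicle wells without agonist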
# Target sequence (O95977 whole entry, looked up): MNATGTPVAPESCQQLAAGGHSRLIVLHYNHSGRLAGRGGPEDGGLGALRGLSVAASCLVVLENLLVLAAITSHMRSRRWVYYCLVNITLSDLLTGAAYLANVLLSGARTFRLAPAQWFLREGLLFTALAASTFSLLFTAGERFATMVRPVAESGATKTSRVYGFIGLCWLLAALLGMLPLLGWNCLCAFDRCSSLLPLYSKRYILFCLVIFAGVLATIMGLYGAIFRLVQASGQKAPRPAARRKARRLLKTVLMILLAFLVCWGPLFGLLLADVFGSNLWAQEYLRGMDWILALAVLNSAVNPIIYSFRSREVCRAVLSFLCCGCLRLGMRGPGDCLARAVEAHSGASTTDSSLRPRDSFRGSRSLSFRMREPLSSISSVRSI
# NPY-Y1 antag – blocks the human neuropeptide Y Y1 receptor; HEK293-CNG Y1 cells, membrane potential fluorescence; NPY at EC95, then isoproterenol; P25929; AID 1040; 200,000 compounds, 1% hits; inhibition, % at 3.6 µM;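 active = inhibition above the campaign mean inhibition of all tested compounds plus 3 SD, cut at about 20% in these data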;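 also: 0% = DMSO wells given NPY plus isoproterenol and 100% = isoproterenol alone without NPY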
# Target sequence (P25929 whole entry, looked up): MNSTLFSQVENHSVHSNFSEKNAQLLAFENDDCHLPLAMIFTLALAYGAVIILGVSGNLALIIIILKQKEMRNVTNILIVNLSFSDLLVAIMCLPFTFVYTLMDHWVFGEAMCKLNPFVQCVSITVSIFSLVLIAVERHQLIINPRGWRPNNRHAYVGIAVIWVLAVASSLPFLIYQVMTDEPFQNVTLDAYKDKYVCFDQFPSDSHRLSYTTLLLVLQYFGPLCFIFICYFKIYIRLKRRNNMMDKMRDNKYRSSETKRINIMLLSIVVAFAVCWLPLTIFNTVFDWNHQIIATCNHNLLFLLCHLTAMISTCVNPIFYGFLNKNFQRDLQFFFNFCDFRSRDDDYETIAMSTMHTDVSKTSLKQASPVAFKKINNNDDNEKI
#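 Material: HEK293 cells with Y1 receptor plus CNG channel; times: compound incubation 1 h at room temperature, readout 45 min post-stimulation; signal: fluorescence, membrane potential probe; read-out basis: fluorescence ratio normalized to % inhibition between controls; benchmarks: full-block control isoproterenol-only wells, zero-block control NPY plus isoproterenol wells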
# NPY1 pot ag – potentiates or activates human NPY-Y1 receptor; P25929; 220,000 compounds, 0.37% hits; NPY-Y1 expressing cells, potentiator/agonist activation; activation, % at 3.6 µM; AID 1304; in the data active = activation above about 33%, passing the limit was not always enough;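 also: cells stimulated with NPY at EC10 then isoproterenol at EC100; 0% = low agonist plus stimulus and 100% = saturating agonist plus stimulus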
# p97 ATPase inh – blocks human p97 ATPase activity; 220,000 compounds, 0.42% hits; AID 1481; inhibition, % at 8 µM; recombinant p97 ATPase, Kinase-Glo ATP luminescence, 3 h; in the data active = inhibition above about 15%;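 also: 0% = DMSO vehicle and 100% = wells lacking enzyme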
# EP2 antag – EP2 receptor (human) inhibition; P43116; 260,000 compounds, 0.52% hits; inhibition, % at 25 µM; C6 glioma cells expressing human EP2, cAMP TR-FRET; cells stimulated with saturating PGE2; AID 1422;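 active = percent inhibition above 40 after rounding to a whole number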;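 also: rat C6 glioma host cells with rolipram phosphodiesterase inhibitor present; the protocol text gives 20 µM as final concentration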
# NPY-Y2 PAM-ag – potentiators or agonists of human neuropeptide Y receptor Y2. 220,000 compounds, 0.45% hits. activation, % at 3.6 µM. cells expressing NPY-Y2, potentiator/agonist read-out; in the data active = activation above about 27%;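 also: cells stimulated with NPY near EC25 plus isoproterenol at EC100; 0% = vehicle plus submaximal agonist and 100% = vehicle plus saturating agonist; some results beyond the cut were filed as inactive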
# EP2 modulator – modulates human prostaglandin E2 receptor EP2 signaling; P43116; EP2-expressing cells, cAMP HTRF FRET, PGE2 co-stimulation; induction, % at 25 µM; 260,000 compounds, 0.83% hits; AID 940;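 active = compounds whose cAMP rise, as percent of the full-agonist control response, exceeds 60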;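 also: rat C6 glioma line stably carrying human EP2 under a CMV promoter; the protocol text gives 20 µM as final concentration; 100% = response of wells given 1 µM PGE2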
# S1P4 agonist – agonists of human S1P4 receptor | activation, % at 4.98 µM | AID 1509 | O95977 | 220,000 compounds, 0.35% hits | S1P4-expressing cell line, agonist reporter assay; in the data active = activation above about 11%;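 also: 0% = DMSO vehicle and 100% = reference agonist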
# eIF4E 4G PPI – inhibitors of eIF4E and eIF4G interaction in translation initiation; P63073+Q04637; inhibition, % at 21.7 µM; AID 782; 220,000 compounds, 0.37% hits; TR-FRET eIF4E-eIF4GI(517-606) binding, 2 h;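 active = inhibition above about 30%, limit read from the data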;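 also: 0% = full FRET control wells and 100% = background wells lacking eIF4GI fragment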
# The depositor's hits bear a star; · = no result given; & = joins results of further samples; ! = repeats disagree; [ ] = remark or other dose. This is a subset. The share of hits here may be higher or lower than overall.
# Values run as follows: S1P4 antag	NPY-Y1 antag	NPY1 pot ag	p97 ATPase inh	EP2 antag	NPY-Y2 PAM-ag	EP2 modulator	S1P4 agonist	eIF4E 4G PPI
- Cn1nc(C(=O)NCC2CCCO2)c2ccccc2c1=O (stereo unspecified)
  -5	-2	5	-2	7	10	7	4.1	3[fluorescence artefact?]
- CC1(C)Cc2ccccc2C(=NCCCCCC(=O)O)N1
  -25	0	-15	-5	3	-10	6	0.0	-2
- Cc1ccccc1NC(=O)C(C)n1c2ccccc2c2nc(=O)cc(C)n21 (stereo unspecified)
  -4	·	-32	4	10	-11	11	-0.2	-1
- CCCc1cc(N2CCCC(C(=O)NCc3ccc4c(c3)OCO4)C2)n2ncnc2n1 (stereo unspecified)
  -2	-3	3	1	4	-9	-4	-1.1	11
- COc1cc2c3nnc(-c4ccc(F)cc4)c-3cn(Cc3cccc(F)c3)c2cc1OC
  5	1	0	4	14	4	15	0.7	-6
- O=S(=O)(CCc1nc2ccccc2o1)c1ccc(Cl)cc1
  -6	3	-22	-12	8	-5	3	0.7	-8[fluorescence artefact?]
- Cc1ccc(CSCCNC(=O)/C=C/c2ccccc2Cl)cc1
  -5	9	-15	-4	16	-19	-30	0.3	-1
- CCN(CC)CCN1C(=O)C(=O)/C(=C(/O)c2ccc(OC(C)C)cc2)C1c1ccncc1 (stereo unspecified)
  -1	-4	-3	-3	12	-5	3	0.0	7
- C[C@]1(C(=O)NCCc2c[nH]c3ccccc23)C=C[C@@H](Cc2ccccc2)N1C(=O)c1ccccc1
  5	3	14	4	12	0	30	1.7	-4
- Cc1ccc(C2=N/C(=C\N3CCCCC3)C(=O)O2)cc1
  6	2	8	-5	4	-13	7	-0.5	6[fluorescence artefact?]
- COc1ccc(NS(=O)(=O)c2cccc(C(=O)N/N=C/c3cccs3)c2)cc1
  -5	-4	-25	9	7	2	-53	0.4	-3
- O=C(O)COc1ccccc1/C=N/NC(=O)CSc1nnc(-c2ccc(Cl)cc2)n1C1CCCCC1
  -3	·	13	-4	5	-7	23	-1.2	-2
- Cc1cc(NC(=O)COC(=O)C2CCC(=O)N2)c([N+](=O)[O-])cc1C (stereo unspecified)
  -7	1	-3	4	11	-1	52	1.2	3
- COc1cccc(-n2nnc3c(=O)n(CC(=O)N4CCC(Cc5ccccc5)CC4)cnc32)c1
  -11	3	11	2	8	7	22	0.1	-3
- C=CCN(C(=O)CNC(=O)c1ccco1)C(C(=O)NC1CCCCC1)c1ccc(F)cc1 (stereo unspecified)
  3	3	-10	0	·	5	-9	-1.2	19[fluorescence artefact?]
- CC(OC(=O)c1nc(-c2ccccc2)n(-c2ccccc2)n1)C(=O)Nc1cc(Cl)cc(Cl)c1 (stereo unspecified)
  6	2	-23	6	5	-11	3	3.5	2
- O=C(CCn1c(=O)sc2ccccc21)Nc1cccnc1
  0	6	-9	3	1	-7	29	0.3	3
- Cc1cccc(NC(=O)c2nc(-c3ccccc3)n(-c3ccccc3)n2)c1C
  -34	4	3	1	-3	-7	30	0.9	11
- Cc1ccc(S(=O)(=O)N2CCOCC2)cc1NC(=O)CSc1nnc(N)s1
  -8	-3	0	0	-1	3	10	0.6	-1
- CC(Nc1cc(=O)n(C)c(=O)[nH]1)c1ccccc1 (stereo unspecified)
  -25	6	17	-2	11	9	-2	2.8	3
- COc1ccc(/C=C/C(=O)Oc2ccc(C)c(C)c2)cc1OC
  9	12	9	0	5	16	-26	1.7	-1
- O=C(CN(c1ccccc1)S(=O)(=O)c1ccccc1)NCCSc1nc2ccccc2s1
  -5	5	11	3	15	10	-20	0.9	-2
- CCCCN1CC(O)=C(c2nc3ccccc3[nH]2)C1=N
  -2	0	-7	6	·	10	-12	-2.4	0[fluorescence artefact?]
- CCS(=O)(=O)n1nc(NCc2cccc(OC)c2)nc1NCc1cccc(OC)c1
  -7	4	-1	-3	9	3	-9	-2.6	6
- O=C(O)C1CCN(C(=O)c2cc(F)cc3c2OCOC3)CC1
  -12	·	-1	5	14	-2	11	2.6	-3
- O=C(Cn1ncc2c1-c1ccccc1OC2)Nc1ccc(S(=O)(=O)N2CCCCC2)cc1
  -15	-7	-8	1	13	9	10	-1.9	3
- COc1ccc(/C=C/C(=O)NCCn2c(C)cc3ccccc32)cc1OC
  6	-2	-15	6	114*	-7	-40	0.2	1
- O=C(Oc1c(CN2CCOCC2)cc(Cl)c2cccnc12)c1ccccc1F
  -11	5	-8	5	4	0	25	1.5	-1
- CC(C(=O)NN)c1ccc([N+](=O)[O-])cc1 (stereo unspecified)
  -8	-1	-13	-1	13	-19	4	-0.4	-1
- O=C(O)c1cccnc1NC1CCCC1
  -17	0	6	3	4	0	4	-0.5	9[fluorescence artefact?]

# Gathered by group: the entries above with fluorine.
# Values run as follows: S1P4 antag	NPY-Y1 antag	NPY1 pot ag	p97 ATPase inh	EP2 antag	NPY-Y2 PAM-ag	EP2 modulator	S1P4 agonist	eIF4E 4G PPI
- COc1cc2c3nnc(-c4ccc(F)cc4)c-3cn(Cc3cccc(F)c3)c2cc1OC
  5	1	0	4	14	4	15	0.7	-6
- C=CCN(C(=O)CNC(=O)c1ccco1)C(C(=O)NC1CCCCC1)c1ccc(F)cc1 (stereo unspecified)
  3	3	-10	0	·	5	-9	-1.2	19[fluorescence artefact?]
- O=C(O)C1CCN(C(=O)c2cc(F)cc3c2OCOC3)CC1
  -12	·	-1	5	14	-2	11	2.6	-3
- O=C(Oc1c(CN2CCOCC2)cc(Cl)c2cccnc12)c1ccccc1F
  -11	5	-8	5	4	0	25	1.5	-1

# Three compounds from above, sorted by the number in EP2 modulator, high to low.
mol	EP2 modulator
Cc1ccccc1NC(=O)C(C)n1c2ccccc2c2nc(=O)cc(C)n21 (stereo unspecified)	11
CC(C(=O)NN)c1ccc([N+](=O)[O-])cc1 (stereo unspecified)	4
C=CCN(C(=O)CNC(=O)c1ccco1)C(C(=O)NC1CCCCC1)c1ccc(F)cc1 (stereo unspecified)	-9

# Next part
Compound,S1P4 antag,NPY-Y1 antag,NPY1 pot ag,p97 ATPase inh,EP2 antag,NPY-Y2 PAM-ag,EP2 modulator,S1P4 agonist,eIF4E 4G PPI
COc1ccc(C)cc1S(=O)(=O)N1c2ccccc2CC1C (stereo unspecified),-5,6,4,0,16,-6,31,-0.1,6
O=C(NCCN1C(=O)CSC1=O)c1ccccc1,-14,1,-1,9,7,4,4,2.3,-2
Cc1cccc(C)c1OCC(=O)NC(Cc1c[nH]c2ccccc12)C(=O)O (stereo unspecified),11,7,-17,1,6,4,14,-1.8,-1
COc1ccc(F)cc1S(=O)(=O)N1CCCN(S(=O)(=O)c2cc(F)ccc2OC)CC1,-32,7,20,-2,31,9,-33,-0.4,-1
COc1ccc(Oc2nc(Oc3ccc(OC)cc3)nc(Oc3ccc(OC)cc3)n2)cc1,-13,2,8,-3,3,-11,-35,-0.8,-7[fluorescence artefact?]
COc1ccc(C2C(C(=O)OCC(=O)N3CCCCC3)CCC(=O)N2c2ccc(OC)cc2)cc1 (stereo unspecified),-3,2,1,-10,10,4,-8,-0.5,-13[fluorescence artefact?]
COc1ccccc1N1CCN(C(=O)C2CC=CCC2C(=O)O)CC1 (stereo unspecified),3,7,20,1,9,10,-11,-1.7,·
NC(=O)c1ncc(C(F)(F)F)cc1Oc1cccnc1,-16,-3,-2,1,7,1,4,2.4,0
C/C=C/Cn1c(SCc2ccc(C)cc2)nc2c1c(=O)[nH]c(=O)n2C,-8,8,-8,1,16&13,-16,86*!,3.3,-7[fluorescence artefact?]
CCOc1ccc(CCNC(=O)CSc2cc(=O)n(C)c3cc(Cl)ccc23)cc1OCC,-4,5,7,4,9,10,32,2.2,-3
CC1CCN(c2nc3c(c(=O)n(C)c(=O)n3C)n2CCSc2nc3ccccc3s2)CC1,-33,9,-5,0,9,3,61*,1.4,-17
Cc1ccc(OCc2nc(C#N)c(N3CCCCC3)o2)cc1,10,·,-15,-16,15,-34,18,0.6,9
CCN(CC)C(=S)SCC(=O)Nc1ccc(F)cc1,1,3,6,4,12,-6,-19,1.7,4
Cc1c(C(=O)N2CCc3ccccc32)oc2c1C(=O)CC(C)(C)C2,-12,7,6,-2,10,10,37,-0.3,-10
COc1ccc(N2C(=O)CS/C2=N\C(=S)Nc2ccccc2)cc1,6,·,-6,4,6,-4,6,-1.3,-3
COc1ccc(/C=C/C(=O)N2CCC(c3ccccc3)C2)cc1 (stereo unspecified),3,6,-10,1,5,-6,-64,-0.5,9[fluorescence artefact?]
O=c1[nH]c2ccccc2nc1C(Cl)c1ccccc1 (stereo unspecified),4,2,-23,-5,25,-4,20,-0.6,2
O=C(CCn1[nH]c(=O)c2ccccc2c1=O)NCCO,-12,9,-1,-3,-3,-4,10,-1.5,35*
CN(C)CCN1C(=O)C(=O)/C(=C(/O)c2ccc(F)cc2)C1c1ccccc1F (stereo unspecified),-2,4,1,-1,13,5,7,1.7,1
Clc1cccc(/C=N/Nc2nc(Cl)nc3ccccc23)c1,-3,3,-3,4,7,-3,-15,0.8,-1
CCCNC(=S)N1CCCC(c2nc3ccccc3[nH]2)C1 (stereo unspecified),-19,4,-9,5,5,-13,-37,-2.5,2
CN(C)S(=O)(=O)c1ccc(NC(=S)NC(=O)c2ccc(Br)o2)cc1,-5,3,-4,1,20,-9,-52,0.7,-3
COC(=O)c1ccc2c(=O)n(-c3ccccc3F)c(=S)[nH]c2c1,-25,-1,9,4,7,-16,-32,0.0,-1
COc1cccc(Oc2ccc(N)cc2)c1,0,-4,15,2,13,0,-4,0.7,-4
Cc1onc(-c2ccccc2)c1C(=O)N=C(N)c1ccc(Cl)cc1,7,·,0,1,5,-8,15,1.6,-5
CCOC(=O)c1ccccc1NC(=O)CN(c1ccc(OCC)cc1)S(C)(=O)=O,-3,5,3,-4,11,-3,21,-0.3,1
O=C(CN1C(=O)c2ccccc2C1=O)Nc1ccc(Cl)cn1,-21,-1,2,3,0,4,-7,-1.4,-2
COCCn1c(-c2ccc(OC)cc2)cnc1SCC(=O)Nc1cc(C)on1,-5,5,-8,6,12,6,-1,1.0,-5
CCOC(=O)C1CCN(C(=O)CN(Cc2ccccc2)S(C)(=O)=O)CC1,-11,-1,-15,-6,4,-19,1,1.1,-9
